Assay outcomes from PubChem BioAssay.
CHRM5 agonist: agonists of human muscarinic M5 receptor (CHRM5); activation, % at 3 µM; 360,000 compounds, 0.19% hits; CHO-K1 hM5 cells, Fluo-8 calcium fluorescence; 0% DMSO wells, 100% maximal acetylcholine response; AID 624037; P08912;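 active means activation above the run's mean over test compounds plus 3 SD, cut at about 23% in these data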;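 further: signal is peak over basal fluorescence ratio across the kinetic read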
Target sequence (P08912 whole entry, looked up): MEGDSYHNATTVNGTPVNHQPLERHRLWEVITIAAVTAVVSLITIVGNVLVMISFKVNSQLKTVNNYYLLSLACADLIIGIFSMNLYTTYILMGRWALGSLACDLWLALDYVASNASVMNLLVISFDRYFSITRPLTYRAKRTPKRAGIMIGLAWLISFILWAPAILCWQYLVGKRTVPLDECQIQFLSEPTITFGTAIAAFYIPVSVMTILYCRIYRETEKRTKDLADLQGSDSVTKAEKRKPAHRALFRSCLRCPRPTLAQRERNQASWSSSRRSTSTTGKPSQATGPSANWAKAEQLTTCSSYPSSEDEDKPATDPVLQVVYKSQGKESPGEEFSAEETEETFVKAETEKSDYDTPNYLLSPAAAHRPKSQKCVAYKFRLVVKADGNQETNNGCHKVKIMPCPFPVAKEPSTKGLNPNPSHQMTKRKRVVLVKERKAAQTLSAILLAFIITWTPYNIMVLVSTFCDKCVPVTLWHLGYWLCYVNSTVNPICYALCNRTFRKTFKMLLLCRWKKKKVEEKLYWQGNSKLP
CHRM5 antagonist: antagonists of human muscarinic M5 receptor (CHRM5). P08912. CHO-hM5 cells, Fluo-8 calcium fluorescence, ACh EC80. inhibition, % at 3 µM. 360,000 compounds, 0.59% hits;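 active means inhibition above a per-plate cutoff, the mean of that plate's test compounds plus 3 SD, cut at about 27% in these data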;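 further: 0% = acetylcholine EC80 with DMSO and 100% = DMSO without agonist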
M1 PAM parental: M1 PAM counterscreen hit in parental CHO-K1 cells | ATP EC20, Fluo-8 calcium fluorescence; 0% at ATP EC20, 100% at ATP max | activation, % at 3 µM | 360,000 compounds, 0.02% hits | AID 602247;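 active means activation above the run cutoff, the mean activation of all test compounds plus 3 SD, cut at about 40% in these data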;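 further: peak over basal fluorescence ratio in a 140 s read after ATP addition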
TAAR1 antagonist: antagonists of human TAAR1; CHO RD-HGA16 TAAR1, Fluo-8 calcium fluorescence, antagonist; inhibition, % at 3 µM; 360,000 compounds, 1.5% hits;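 active means inhibition above a per-plate cutoff, the mean inhibition of test compounds on that plate plus 3 SD, cut at about 49% in these data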;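 further: 0% = DMSO plus EC80 beta-PEA response and 100% = DMSO alone without agonist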
Target sequence (Q96RJ0 whole entry, looked up): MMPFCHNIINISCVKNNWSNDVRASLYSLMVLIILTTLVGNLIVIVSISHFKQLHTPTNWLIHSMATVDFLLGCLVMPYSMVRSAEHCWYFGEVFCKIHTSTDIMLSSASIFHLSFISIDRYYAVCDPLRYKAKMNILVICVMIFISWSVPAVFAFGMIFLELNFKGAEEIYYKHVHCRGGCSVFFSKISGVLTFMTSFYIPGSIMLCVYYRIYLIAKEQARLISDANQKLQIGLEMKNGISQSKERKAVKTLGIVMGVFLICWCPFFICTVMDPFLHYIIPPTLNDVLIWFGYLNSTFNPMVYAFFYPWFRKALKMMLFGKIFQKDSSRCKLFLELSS
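Material: CHO RD-HGA16 cells bearing hTAAR1; compound dosing: one-point dosing, 3 µM nominal final; schedule: dye loading 75 min at 37 °C, then 30 min room temperature; measured by: calcium fluorescence with Fluo-8; control set: vehicle and agonist controls; replication: n of 1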
M5 PAM: CHRM5 positive allosteric modulation; AID 624038; CHO-K1 hM5, Fluo-8 calcium, ACh EC20 PAM; 0% = ACh EC20, 100% = ACh EC100; activation, % at 3 µM; P08912; 360,000 compounds, 0.3% hits;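 active means activation above the run cutoff, the mean activation of all test compounds plus 3 SD, cut at about 18% in these data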
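system = human M5 receptor in CHO-K1 cells | reagent = EC20 acetylcholine as agonist stimulus | compound dosing = single-point, 3 µM nominal | incubation = Fluo-8 loading 80 min at 37 °C plus 30 min room temperature | detection = Fluo-8 calcium dye fluorescence, kinetic read | benchmarks = low control EC20 acetylcholine (0%), high control EC100 acetylcholine (100%)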
CRFBP-R2 block: blocks CRF-induced signaling of the CRF-BP/CRF-R2 complex. HEK293 CRF-R2/CRF-BP, CRF-induced calcium fluorescence. 350,000 compounds, 0.59% hits. inhibition, % at 11.8 µM. AID 588475;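 active means inhibition of the ligand-induced calcium signal above about 50% at the single tested concentration, limit read from the data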
CRFR2-BP ag: CRF-BP/CRF-R2 complex agonism | 350,000 compounds, 0.46% hits | HEK293 CRF-R2/CRF-BP, calcium dye fluorescence (FLIPR); percent of saturating CRF peptide response | activation, % at 13.2 µM;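 active means activation of at least 50%, plus an integration ratio under a set limit after plate pattern correction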;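 further: plate controls were neutral control wells without compound for no effect and CRF at EC100 for full effect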
TAAR1 ag: agonists of human TAAR1; Q96RJ0; CHO RD-HGA16 TAAR1, Fluo-8 calcium fluorescence; vehicle wells 0%, saturating PEA agonist 100%; activation, % at 3 µM; 360,000 compounds, 0.99% hits; AID 624467;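 active means activation above the mean activation of all test compounds in the run plus 3 SD, cut at about 38% in these data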
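Test system: RD-HGA16 (CHO) cells co-expressing Gα16 and hTAAR1 | Doses: Single dose, 3 µM | Schedule: 17-24 h seeding, 75 min 37 °C dye, 30 min RT | Evaluation: % activation from peak over basal fluorescence ratio, DMSO-to-PEA scaled | Technique: Kinetic Fluo-8 calcium fluorescence | Benchmarks: Low control DMSO, high control PEA (EC100)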
CHRM4 PAM: positive allosteric modulators of human muscarinic M4 receptor; P08173; CHO-K1 hM4/Gqi5, Fluo-8 calcium fluorescence, ACh EC20; 0% = ACh EC20, 100% = maximal ACh; activation, % at 3 µM; 360,000 compounds, 0.4% hits; AID 624126;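 active means activation above its plate's cutoff, the mean activation of sample wells plus 3 SD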; further: some results filed as inactive read as strong as hits
Starred values were filed as active, the others as inactive; nt = not tested or not shown. An unsorted share of the library. Share with any hit: about 4.2%.

SMILES	CHRM5 agonist	CHRM5 antagonist	M1 PAM parental	TAAR1 antagonist	M5 PAM	CRFBP-R2 block	CRFR2-BP ag	TAAR1 ag	CHRM4 PAM
COc1cc(CNCCO)cc(Br)c1OCc1ccccc1Cl	17	7	12	2	-8	-10	0.9	37	2
COc1ccc(NC(C)=O)cc1S(=O)(=O)Nc1ccccc1C(=O)NCCc1ccccc1	-1	8	-15	-6	-5	6	-0.7	-1	-6
COc1cccc(-n2c(SCC(=O)NCc3ccco3)nnc2-c2c[nH]c3ccccc23)c1	0	3	32	3	-3	3	-1.9	-2	9
CCCOc1ccc(C(=O)C(CN2CCCC2)c2ccccc2)cc1 (stereo not drawn)	-7	7	10	12	-9	-33	5.2	9	-14
Nc1nc(-c2ccccc2)ns1	4	6	14	-16	-2	-12	-2.5	3	-1
COc1ccc(S(=O)(=O)NCC2CCC(C(=O)O)CC2)cc1 (stereo not drawn)	2	0	5	-10	2	16	-0.1	9	-1
O=C(CCC(=O)OCc1ccc(Cl)cc1)Nc1cccc([N+](=O)[O-])c1	-1	7	5	-27	-3	10	-2.5	7	-3
C=CCn1c(SCc2c(C)noc2C)nc2sc(C)c(C)c2c1=O	-8	-19	20	9	2	74*	-4.5	0	0
CCOC(=O)C1CCCN(C(=O)c2ccc3c(=O)n(CCOC)c(=S)[nH]c3c2)C1 (stereo not drawn)	2	-2	-8	19	-10	-7	1.4	6	-10
CC(=O)Nc1ccccc1NC(=O)c1cc(C)ccc1C	0	-1	17	15	-3	7	0.6	6	6

Taken from the listing (five entries):
SMILES	CHRM5 agonist	CHRM5 antagonist	M1 PAM parental	TAAR1 antagonist	M5 PAM	CRFBP-R2 block	CRFR2-BP ag	TAAR1 ag	CHRM4 PAM
Nc1nc(-c2ccccc2)ns1	4	6	14	-16	-2	-12	-2.5	3	-1
COc1ccc(S(=O)(=O)NCC2CCC(C(=O)O)CC2)cc1 (stereo not drawn)	2	0	5	-10	2	16	-0.1	9	-1
O=C(CCC(=O)OCc1ccc(Cl)cc1)Nc1cccc([N+](=O)[O-])c1	-1	7	5	-27	-3	10	-2.5	7	-3
C=CCn1c(SCc2c(C)noc2C)nc2sc(C)c(C)c2c1=O	-8	-19	20	9	2	74*	-4.5	0	0
CCOC(=O)C1CCCN(C(=O)c2ccc3c(=O)n(CCOC)c(=S)[nH]c3c2)C1 (stereo not drawn)	2	-2	-8	19	-10	-7	1.4	6	-10

Later entries.
SMILES	CHRM5 agonist	CHRM5 antagonist	M1 PAM parental	TAAR1 antagonist	M5 PAM	CRFBP-R2 block	CRFR2-BP ag	TAAR1 ag	CHRM4 PAM
O=C(CNC(=O)c1ccco1)OCc1ccc(Br)cc1	-4	-7	-2	nt	-2	1	-1.1	nt	-3
CCc1c(C)sc(NC(=O)CCc2ccc(OC)cc2)c1C(N)=O	-3	5	8	14	-5	-9	-4.6	3	1
COCCNC(=O)C(c1cccs1)N(C(=O)Cn1nnc2ccccc21)c1cccc(C)c1 (stereo not drawn)	-3	-2	25	-6	3	9	0.6	14	0
COc1ccc(NC(=O)CC(c2ccc(F)cc2)c2ccc(OC)cc2)cc1 (stereo not drawn)	-4	9	8	5	-9	2	-0.5	1	-10
CCOC(=O)/C=C1\NC(=O)C(C)S1 (stereo not drawn)	-1	1	3	-1	-3	0	-1.2	0	-4
Cc1cccc(S(=O)(=O)NCC2CCCO2)c1 (stereo not drawn)	-5	4	19	-11	-10	-15	-1.1	0	-1
O=C(Cn1c(=O)oc2cc(S(=O)(=O)N3CCCCC3)ccc21)N1CCc2ccccc21	0	1	3	-7	0	26	0.2	0	4
CCOC(=O)c1ccc(NC(=O)CN2C(=O)NC3(CCC(C)CC3)C2=O)cc1 (stereo not drawn)	2	8	11	-2	-6	-17	0.1	6	-7
CC(=O)c1cccc(NC(=O)N2CCCC2C(=O)NCc2ccc(F)cc2)c1 (stereo not drawn)	-9	-8	0	12	4	5	-0.6	5	6
O=C(CCCOc1ccc(Cl)cc1)NCCc1ccccc1	0	2	20	15	-2	12	1.8	9	0
COc1cc(OC)cc(C(=O)NC(C(=O)Nc2ccc(N3CCOCC3)cc2)C(C)C)c1 (stereo not drawn)	1	-2	3	-10	0	-5	-3.7	1	-2
O=C(O)c1cnn(-c2nc(-c3cccc([N+](=O)[O-])c3)cs2)c1C(F)(F)F	-5	0	6	-19	-4	9	0.7	-1	-3
CCCCc1ccc(NC(=S)NCCN2CCOCC2)cc1	-2	6	1	-3	-5	-11	0.1	1	2
CCn1c(SCC(=O)Nc2ccc(Br)cn2)nnc1C1CC1	0	13	6	-8	0	14	-0.7	0	-3
CN(Cc1ccccc1)C(=O)c1[nH]cnc1C(=O)NCC(=O)OCc1ccccc1	3	20	-6	46	-18	2	0.5	19	-6
COc1ccc(CNC(=O)c2ccc3nc(C)c(N(C)Cc4ccc(NC(C)=O)cc4)n3c2)cc1	0	9	-2	24	-8	nt	nt	6	-4
Cc1c(NC(=S)/C=C2\N(C)c3ccccc3C2(C)C)c(=O)n(-c2ccccc2)n1C	2	6	8	-13	-8	4	2.5	12	-1
CC(=O)c1c(C)n(-c2ccc(C)cc2C)c2ccc(O)cc12	-3	13	-4	12	-6	-27	-11	2	4
Cc1ccc(S(=O)(=O)N2[C@@H](c3ccc(Cl)cc3)C(C(=O)O)=CC[C@H]2c2cccc(Cl)c2)cc1	4	8	15	-9	-7	14	5.5	1	7
N#Cc1ccccc1OCC(=O)N1CCN(C(=O)c2ccco2)CC1	-3	3	8	-10	6	-4	0.2	1	12
Cc1cccc(NC(=S)NC2CCN(Cc3ccccc3)CC2)c1C	0	-7	16	6	9	-29	5.9	13	24*
O=C(COC(=O)c1ccc(Cl)nc1)Nc1cc(S(=O)(=O)N2CCCCC2)ccc1Cl	1	9	-2	-26	-8	7	-5.2	3	-3
CC(=O)c1cccc(N(CC(=O)N2CCCCC2)S(C)(=O)=O)c1	2	6	-10	3	-2	-4	-1.4	2	-4
O=C(O)c1cccc(-c2noc(-c3cccc(Cl)c3)n2)c1	2	4	2	-8	-5	1	-0.4	6	5
Cc1ccc(C)c(C(=O)CN2C(=O)NC3(CCC(C)CC3)C2=O)c1 (stereo not drawn)	-8	2	24	-6	-7	-25	0.1	5	-1
CC(C)Cn1nc(NS(=O)(=O)c2ccccc2)c2cc3ccccc3nc21	1	-4	10	-11	4	-23	0.1	9	0
Cc1ccc(C(=O)N(CC(C)C)c2c(N)n(Cc3ccccc3)c(=O)[nH]c2=O)o1	1	-2	10	7	5	-8	1.0	-1	19
CC(C)(C)NC(=O)CN(C(=O)CS(=O)CC(=O)Nc1ccc(F)cc1)c1cccc(F)c1 (stereo not drawn)	-5	11	12	-30	3	-2	-1.3	4	1
Cc1ccc(Oc2nc3ccccc3n3c(C)nnc23)c(C)c1	-2	-3	11	6	-1	3	0.6	1	5
COC(=O)c1cc(=O)c2ccc(OC)cc2o1	3	-7	7	7	2	-3	-0.1	7	3
Cc1cc(C)nc(CCNC(=O)c2cc(COc3c(F)cccc3F)on2)n1	0	-1	9	-10	0	28	-2.0	0	3
COc1cc2c(cc1NC(=O)CN1CCN(S(=O)(=O)c3ccc(C)cc3)CC1)oc1ccccc12	-1	9	-6	-3	-1	-1	-0.3	8	22*
c1ccc(N2CCCCC2)c(NC2=NCCC2)c1	-8	1	0	2	3	-13	1.6	7	8
COC(=O)c1c(C)oc(C)c1S(=O)(=O)NCC1CC1	-1	0	5	13	8	-6	-1.6	4	-7
CCCCn1nnnc1C(c1ccccc1)N1CCN(c2cccc(C(F)(F)F)n2)CC1 (stereo not drawn)	-3	1	18	-9	-14	nt	nt	0	-9
COc1ccc(C(CNC(=O)c2ccc(S(=O)(=O)N3CCOCC3)cc2)N2CCCCC2)cc1 (stereo not drawn)	-8	-5	21	-13	1	-1	1.2	8	-6
CN(CC(=O)NCc1ccco1)S(=O)(=O)c1ccc(F)cc1	-1	15	-15	-4	-5	6	-0.8	0	-6
Cc1ccc(CN(C)C(=O)COC(=O)CSc2cc(C)c3ccccc3n2)cc1	-1	5	-4	-19	-9	-6	-0.8	5	3
CCOC(=O)N1CCN(Cc2nc(-c3ccc(OC)cc3)no2)CC1	8	13	3	nt	-11	16	0.2	nt	4
CN(C)c1nc(NCc2ccccc2)nc(N/N=C/c2cccc(Br)c2)n1	-7	-1	14	3	-8	-9	-1.7	3	-2
CSc1ccccc1NC(=O)C1C2CCC(C2)C1C(=O)O (stereo not drawn)	-3	0	14	13	-2	20	-3.1	4	-4
O=C(Cn1c(NCCO)nc2ccccc21)Nc1ccc2c(c1)OCCCO2	2	3	5	-7	1	-4	-1.7	1	11
COc1ccc(N2CCC(CNC(=S)Nc3cc(C)cc(C)c3)C2)cc1 (stereo not drawn)	-9	0	25	-2	0	-9	1.2	-1	-17
FC(F)(F)c1ccc(NCc2ccccn2)nc1	0	0	-9	5	8	18	-0.4	-1	3
CN(C)c1ccc(C(CNC(=O)c2ccco2)N2CCCC2)cc1 (stereo not drawn)	-9	2	-10	-31	2	-5	0.4	0	6
Cc1cc(C)cc(OCC(=O)N/N=C\c2cn(C)nc2C)c1	3	-1	22	17	0	-7	-0.5	2	-4
COc1ccc(NC(=O)Cc2nnc(SCC(=O)NC3CCCC3)n2C)cc1	-2	4	0	-9	-1	-1	1.2	2	0
O=C1C(Cc2ccccc2)Nc2ncnc(N3CCCCC3)c2N1Cc1ccc(Cl)cc1 (stereo not drawn)	-13	-7	-17	nt	-5	-1	-3.6	nt	-4
CCC1(C)Cc2ccccc2-c2nc(NCCO)n(-c3ccccc3)c(=O)c21 (stereo not drawn)	4	0	9	6	-4	-62	-0.3	20	3
CC1CCN(S(=O)(=O)c2ccc(Oc3ccc([N+](=O)[O-])cc3)cc2)CC1	0	0	-2	9	-1	20	-0.2	1	4
(cont.)
SMILES	CHRM5 agonist	CHRM5 antagonist	M1 PAM parental	TAAR1 antagonist	M5 PAM	CRFBP-R2 block	CRFR2-BP ag	TAAR1 ag	CHRM4 PAM
CC(C)(C)c1cc2nc(N)nc(N)n2n1	4	-4	-13	-6	9	-2	0.2	1	-3
CS(=O)(=O)N(CC(=O)NCc1ccccc1)c1ccc(Cl)cc1	-4	9	16	-8	-5	4	-1.4	6	-2
O=C(Nc1cccc(-c2csc(Nc3cccc(C(F)(F)F)c3)n2)c1)c1ccccc1	-6	5	-9	16	-7	-10	1.6	-1	1
CC(C)C(=O)N1CCC1(C)C(=O)NS(=O)(=O)c1cccs1 (stereo not drawn)	-2	7	9	-5	-3	nt	nt	1	7
O=C(Nc1ccc(-c2nc3ccccc3[nH]2)cc1)c1ccco1	2	12	16	nt	-10	-7	1.3	nt	-13
O=[N+]([O-])c1ccc(F)cc1Oc1nc(-c2cccnc2)nc2ccccc12	-2	5	0	6	-9	-5	0.3	-1	-4
CCSC(=O)CCCCCCCCCCCO	-2	1	-5	24	-1	15	6.8	23	5
S=C1NCCNC(=S)NCCOCCOCCOCCN1	-1	-9	-2	-1	0	12	-1.0	14	1
